RORg inh: qHTS for inhibitors of ROR gamma transcriptional activity; Potency, µM (titrated, usually from 53.6 µM), inactives show at the highest dose activity change, negative = inhibition, actives largely listed as inhibitors; 310,000 compounds, 5.4% hits; Drosophila S2 Gal4-RORgamma UAS-luciferase reporter, 20 h; Nuclear receptor ROR-gamma (Mus musculus), P51450; also: potency is read from the fitted curve at half-maximal effect; % is scaled to controls: 0 for no effect and ±100 for the full control effect; nearly all actives have a fitted effect of over 60% in size
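A Gal4/UAS one-hybrid system in insect cells: metallothionein-promoter Gal4–ROR gamma fusion plus Photinus luciferase reporter. Copper sulfate 700 uM final, 20 hr ambient incubation, luminescent detection after 10 min with reagent.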
KCNH2 3.1 inh: qHTS for Inhibitors of KCHN2 3.1: Mutant qHTS. activity change, % (tested at about 1.8 µM). U2OS KCNH2 3.1, thallium flux FluxOr; hits give low values. 340,000 compounds, 0.95% hits. AID 720553, 2013. Potassium voltage-gated channel subfamily H member 2, brain isoform KCNH2 3.1 (human);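 active = maximum activity change below -70%; inconclusive = maximum activity change from -70% to -50%; inactive = maximum activity change above -50%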;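 also: thallium influx rate constant from kinetic fluorescence after stimulation buffer; % is scaled to controls: 0 for no effect and ±100 for the full control effect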
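Virally transduced U2OS (3.1 isoform, 4 h infection in dark at RT) → overnight 37 C → FluxOr + Red40 in HBSS/HEPES, 45 min → stimulation buffer, 2 min kinetic read → rate constant vs DMSO controls.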
Rab9 promoter act: qHTS Assay for Rab9 Promoter Activators. Huh7 Rab9 promoter-luciferase reporter, luminescence, 24 h. Potency, µM (titrated, usually from 9.22 µM), without a hit: top-dose activation, negative = inhibition, actives largely listed as activators. 320,000 compounds, 2.8% hits. AID 485297, 2010; also: potency is read from the fitted curve at half-maximal effect; % of control where 0% means no effect; nearly all actives have a fitted effect of over 60% in size
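Stable Rab9-luc Huh7, 1500 cells/well, 2 h settle; cmpd in DMSO, 24 h, 37 °C/5% CO2; luciferase reagent 10 min RT; luminescence.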
PKM2 activator: qHTS Assay for Activators of Human Muscle isoform 2 Pyruvate Kinase; Pyruvate kinase PKM (Homo sapiens), P14618; purified PKM2, Kinase-Glo ATP luminescence, activation; response scale: 0% is enzyme alone, no compound; Potency, µM (highest dose often 57.5 µM), inactives show top-dose activation, usual class: activators; 260,000 compounds, 0.34% hits; also: potency is read from the fitted curve at half-maximal effect; % is scaled to controls: 0 for no effect and ±100 for the full control effect; nearly all actives have a fitted effect of over 55% in size
Target sequence (P14618 whole entry, looked up, canonical isoform): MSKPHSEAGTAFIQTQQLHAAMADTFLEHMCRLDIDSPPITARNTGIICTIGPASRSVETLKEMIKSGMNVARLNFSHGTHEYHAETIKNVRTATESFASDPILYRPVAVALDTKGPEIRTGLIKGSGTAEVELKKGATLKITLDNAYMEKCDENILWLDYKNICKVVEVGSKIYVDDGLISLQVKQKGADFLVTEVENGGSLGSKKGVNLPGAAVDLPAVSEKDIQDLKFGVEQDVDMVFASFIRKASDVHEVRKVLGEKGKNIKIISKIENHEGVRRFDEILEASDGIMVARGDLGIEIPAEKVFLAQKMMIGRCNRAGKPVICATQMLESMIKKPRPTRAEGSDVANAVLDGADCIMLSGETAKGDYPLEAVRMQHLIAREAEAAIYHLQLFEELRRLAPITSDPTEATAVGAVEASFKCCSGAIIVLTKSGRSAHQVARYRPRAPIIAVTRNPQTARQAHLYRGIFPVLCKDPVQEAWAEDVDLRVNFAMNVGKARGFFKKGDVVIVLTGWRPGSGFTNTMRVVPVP
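Purified hPK-M2 (>95%) run at intermediate activity with 0.1 mM ADP and 0.5 mM PEP in 50 mM imidazole pH 7.2, KCl, MgCl2; 1 h room temperature. ATP formed read by Kinase-Glo luminescence; normalized to uninhibited and no-enzyme controls.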
NPC1 prom act: qHTS Assay for NPC1 Promoter Activators. Huh7 NPC1 promoter luciferase reporter, 24 h. Potency, µM (doses to about 9.22 µM), for the others: at the top dose activation, hits mostly activators. 320,000 compounds, 2.4% hits. AID 485313, 2010;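 also: potency is read from the fitted curve at half-maximal effect; % of control where 0% means no effect; nearly all actives have a fitted effect of over 60% in size; reporter is driven by a mutant NPC1 promoter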
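Stable NPC1-promoter luciferase Huh7 line; cpd (DMSO) 24 h, 37 °C, 5% CO2; Amplite luciferase reagent 10 min RT; luminescence readout. qHTS format.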
ELG1 repair inh: qHTS screen for small molecules that inhibit ELG1-dependent DNA repair in human embryonic kidney (HEK293T) cells expressing luciferase-tagged ELG1; HEK293T ELG1-luciferase reporter, luminescence, 16 h; DNA damage induced by 5-fluorouridine; Potency, µM (titrated, usually from 46.1 µM), for inactives: at the top dose activity change, negative = inhibition, most hits filed as inhibitors; 330,000 compounds, 2.3% hits; AID 504467, 2011; also: potency is read from the fitted curve at half-maximal effect; % is scaled to controls: 0 for no effect and ±100 for the full control effect; nearly all actives have a fitted effect of over 55% in size
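Cells (2,000 per well) received 5-fluorouridine plus test compound or DMSO and were incubated 16 hr at 37 °C, 5% CO2. Luciferase activity was read by luminescence 30 min after ONE-Glo addition; signal suppression marked inhibition of damage-induced ELG1 function.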
MBNL1 CUG block: qHTS Assay for Inhibitors of MBNL1-poly(CUG) RNA binding; Muscleblind-like protein 1 (Homo sapiens), Q9NR56; Potency, µM (doses to about 57.5 µM), for the others: at the top dose activity change, negative = inhibition, most hits filed as inhibitors; AID 2675, 2010; TR-FRET MBNL1-His/biotin-(CUG)12 binding, 665/545 ratio; 280,000 compounds, 0.036% hits; active = well fitted inhibition curve with a large enough effect in the signal ratio, with a control signal flat, not every such curve was filed as active; inconclusive = small, poorly fitted or top-dose-only effect, or effect the other way, or a change in a side signal; inactive = no such curve, though single readings can be large or run the other way; the % refers to the signal ratio; also: potency is read from the fitted curve at half-maximal effect; % is scaled to controls: 0 for no effect and ±100 for the full control effect
Target sequence (Q9NR56 whole entry, looked up): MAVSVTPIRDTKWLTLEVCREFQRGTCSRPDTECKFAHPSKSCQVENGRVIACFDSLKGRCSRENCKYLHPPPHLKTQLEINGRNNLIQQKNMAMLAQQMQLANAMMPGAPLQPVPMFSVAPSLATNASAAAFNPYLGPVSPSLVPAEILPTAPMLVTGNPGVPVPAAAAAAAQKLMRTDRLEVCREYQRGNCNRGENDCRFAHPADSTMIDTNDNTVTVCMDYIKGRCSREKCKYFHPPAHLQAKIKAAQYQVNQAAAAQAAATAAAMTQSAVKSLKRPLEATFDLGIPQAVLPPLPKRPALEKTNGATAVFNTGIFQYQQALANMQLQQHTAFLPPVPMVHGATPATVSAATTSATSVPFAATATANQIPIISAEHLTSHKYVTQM
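TR-FRET between His-tagged MBNL1 and biotin-(CUG)12 RNA, detected with Tb anti-His antibody (0.055 ng/ul) and streptavidin-XL665 (5 nM), 60 min at room temperature. Compounds titrated 92 nM to 58 uM; 665/545 nm ratio normalized to buffer and complex controls.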
Gal4-VP16 FLuc: VP16 counterscreen qHTS for inhibitors of ROR gamma transcriptional activity | Drosophila S2 Gal4-VP16 UAS-luciferase, luminescence, 20 h | Potency, µM (series often up to 53.6 µM), inactives show at the top dose activity, negative = inhibition, usual class: inhibitors | 310,000 compounds, 3.5% hits;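 also: Gal4-VP16 expression switched on by copper sulfate through the metallothionein promoter; potency is read from the fitted curve at half-maximal effect; % is scaled to controls: 0 for no effect and ±100 for the full control effect; nearly all actives have a fitted effect of over 50% in size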
Menin-MLL TR inh: qHTS Assay for Inhibitors Targeting the Menin-MLL Interaction in MLL Related Leukemias: Competition With Texas Red Labeled MLL-derived Mutant Peptide. 270,000 compounds, 0.23% hits. Menin + Texas Red MLL mutant peptide, fluorescence polarization. Potency, µM (series often up to 61.6 µM), inactives show at the highest dose FP activity change, negative = inhibition, most hits filed as inhibitors. AID 1768, 2009. O00255; active = well fitted inhibition curve with a large enough effect in the polarisation, with a control signal flat, not every such curve was filed as active; inconclusive = small, poorly fitted or top-dose-only effect, or effect the other way, or a change in a side signal; inactive = no such curve, though single readings can be large or run the other way; the % refers to the polarisation; also: potency is read from the fitted curve at half-maximal effect; % of control where 0% means no effect; many of its hits are not listed in these tables
Mito fusion yeast: qHTS Assay for Small Molecule Inhibitors of Mitochondrial Division or Activators of Mitochondrial Fusion. 320,000 compounds, 0.23% hits. S. cerevisiae fusion-defective mutant growth rescue, CellTiterGlo 48 h. Potency, µM (doses to about 46.1 µM), without a hit: top-dose growth rescue (activation), actives largely listed as activators;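 also: potency is read from the fitted curve at half-maximal effect; % of control where 0% means no effect; nearly all actives have a fitted effect of over 45% in size; temperature-sensitive fusion mutants such as fzo1-1 at 37 °C on non-fermentable ethanol glycerol medium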
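S. cerevisiae fusion-defective temperature-sensitive mutants (e.g. fzo1-1, mgm1-5) grown 48 h at 37C in YPEG (ethanol/glycerol non-fermentable) medium with 23 nl compound per well; growth rescue read as CellTiterGlo luminescence.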
FLuc modulator: qHTS profiling assay for firefly luciferase inhibitor/activator using purifed enzyme and Km concentrations of substrates (counterscreen for miR-21 project); purified FLuc, Km substrates, luminescence inhibition; Potency, µM (top dose mostly 57.5 µM), inactives show at the highest dose activity change, negative = inhibition, most hits filed as inhibitors; 360,000 compounds, 6.9% hits; AID 588342, 2011;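 also: potency is read from the fitted curve at half-maximal effect; plate controls were vehicle for no effect and reference inhibitor for full effect; nearly all actives have a fitted effect of over 55% in size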
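Purified P. pyralis luciferase (10nM final) with 10uM D-luciferin and 10uM ATP (Km levels) in 50mM Tris acetate pH 7.5, 10mM Mg acetate, 0.01% Tween-20, 0.05% BSA; qHTS 6-point titration, ~60 µM downward; luminescence read.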
Starred values were filed as active, the others as inactive; u = inconclusive; x = no result given; [ ] = dose if it differs, or a comment. Unless noted, calls follow the shape of the dose curve; as a rule, active = well fitted curve in the direction sought with a large enough effect; inconclusive = small, poorly fitted or top-dose-only effect, or another doubt; inactive = no such curve, though single readings can be large; an effect the other way counts as inactive or inconclusive. A portion of the library, so the mix of outcomes need not match the whole.

SMILES	RORg inh	KCNH2 3.1 inh	Rab9 promoter act	PKM2 activator	NPC1 prom act	ELG1 repair inh	MBNL1 CUG block	Gal4-VP16 FLuc	Menin-MLL TR inh	Mito fusion yeast	FLuc modulator
CCc1nnc(NC(=O)CSc2nc(C)nc3c2c(=O)n(C)c(=O)n3C)s1	31%	-14	-2%	1%	-1%	2%	-4%	4%	0%	2%	3%
O=C1CN(C(=O)/C=C/c2ccco2)c2ccccc2N1	-9%	16	16%	16%	2%	2%	7%	10%	9%	-5%	-12%
CC(NC(=O)CN(C)CC(=O)Nc1cccc(F)c1)c1ccccc1 (stereo not given)	x	19	-3%	x	1%	17%	x	x	x	4%	2%
CC(CN1CCCCC1)OC(=O)Cc1ccc(Cl)cc1 (stereo not given)	-13%	-8	-4%	1%	-1%	27%	3%	2%	2%	0%	0%
Cc1csc(=NC(=O)c2ccccc2)n1CCO	-13%	2	-3%	4%	2%	-22%	-7%	2%	6%	-6%	-18%
CC1=C([N+](=O)[O-])C(c2ccc(Cl)cc2)NC(=O)N1 (stereo not given)	-21%	19	-3%	2%	-3%	-6%	u	-4%	0%	1%	0%
COc1cc(NC(=S)NC(=O)c2cc(C)cc(C)c2)ccc1NC(=O)c1cccs1	2µM*	-43	-3%	-3%	-8%	u	-1%	1.8µM*	-24%	9%	3%
Cc1nn(C)c(Oc2ccc(Cl)cc2)c1C(=O)Nc1ccc(F)cc1F	19%	7	-4%	2%	0%	-7%	0%	0%	x	4%	1%
CC1CCCC(NC(=O)COC(=O)CCSc2ccccc2)C1C (stereo not given)	-14%	0	1%	3%	-8%	-17%	x	2%	u	0%	-2%
CCc1nnc(NC(=O)c2cc(S(=O)(=O)N(C)c3ccc(OC)cc3)ccc2Cl)s1	-19%	8	-4%	-4%	-1%	5%	0%	0%	x	3%	2%
COc1ccc(NS(=O)(=O)c2ccc3c(c2)N(C(C)=O)CCO3)c(OC)c1	35%	11	-8%	2%[0.46 µM]	-2%	6%	0%	-1%	7%	11%	-1%
Cc1noc(C)c1C(=O)Nc1ccc(F)c(F)c1	2%	-17	-1%	-4%	3%	u	3%	0%	-1%	-1%	-2%
CCCCN(CCCNC(=O)C1CCN(S(=O)(=O)N2CCOCC2)CC1)Cc1ccccc1	-14%	-1	8%	8%	-2%	8%	-7%	4%	-19%	0%	-1%
CCOc1c2ccc(C(=O)N[C@H](C)C3CCCCC3)cc2nn1CCOC	42%	-7	3%	-18%	-3%	-3%	3%	-9%	3%	-9%	2%
O=C(NCCN1CCCC1)c1ccc(Cl)cc1Cl	-24%	1	-1%	-2%[11.5 µM]	2%	9%	1%	-3%	-8%	-1%	2%
O=C(NC1CCS(=O)(=O)C1)c1ccc(S(=O)(=O)N2CCCCC2)cc1 (stereo not given)	14%	2	1%	5%	-6%	-9%	3%	2%	10%	-6%	1%
O=C(Oc1cccc(F)c1)c1ccc2c(=O)n3c(nc2c1)CCC3	x	13	-4%	x	-1%	8%	x	x	x	9%	15µM*
CCOC(=O)N1CCC(NC(=O)C2CCN(C(=O)c3cc4sccc4n3CC)CC2)CC1	u	3	-9%	0%	1%	23µM*	1%	u	x	3%	2%
CCc1ccccc1N(CC(=O)NCCc1ccccc1)C(=O)CCC(=O)Nc1ccccn1	u	1	-2%	3%	-2%	3%	-8%	-5%	-14%	u	0%
COc1ccc(CSc2n[nH]c(C)n2)cc1[N+](=O)[O-]	-9%[10 µM]	7	13%	-3%	8%	26%	x	-16%	-2%	-1%	1%
CCC(C)c1ccc(NC(=O)C2CCCN(c3ncccn3)C2)cc1 (stereo not given)	16%	-12	1%	9%	4%	10%	-6%	-8%	-5%	1%	15µM*
Cc1ccccc1Nc1nc(-c2sc(NC(=O)c3cccc(Cl)c3)nc2C)cs1	13µM*	x	0%	-1%	-1%	3%	219%[activator]	u	u	0%	u
O=c1[nH]c(N2CCCCC2)nc2ncn(Cc3ccccc3)c12	37%	-7	11%	-4%	2%	6%	-9%	-2%	x	0%	-3%
COc1ccc(CCNC(=O)[C@H](CCSC)NC(=O)N2CCn3c2nc2ccccc23)cc1OC	-5%	-2	-1%	0%	-4%	1%	0%	1%	3%	-2%	-2%
CCn1c2ccccc2c2cc(NC(=O)CSc3nnc(-c4cccc(Cl)c4)o3)ccc21	0%	-1	-25%	-2%	-6%	-6%	0%	-6%	u	-3%	8%
CN(C)CCn1c(NC(=O)c2ccc(Cl)cc2)nc2ccccc21	1.1µM*	-13	22%	-12%	11%	u	3%	1.4µM*	-22%	1%	u
Cc1ccccc1NC(=O)Cc1nc(COC(=O)c2cc([N+](=O)[O-])ccc2NCCO)cs1	x	-5	-1%	x	0%	u	x	x	x	-7%	2%
OC[C@H]1OC(O)[C@H](O)[C@@H]1O (stereo not given in full)	x	-9	-5%	x	2%	-3%	x	x	x	-5%	-2%
c1ccc(OCCCc2nc(-c3cccnc3)no2)cc1	32%	4	-7%	2%	-1%	9%	-2%	-3%	-9%	3%	6%
COc1ccc(-n2c(SCC(=O)N/N=C(\C)c3cccnc3)nc3ccccc3c2=O)cc1	-15%	6	3%	-4%	-1%	u	-1%	5%	x	-3%	1%
Cc1cc(S(=O)(=O)NCCCn2ccnc2)c(C)cc1Cl	19%	24	-1%	1%	0%	-9%	-2%	-8%	17%	-3%	-1%
O=C(c1cccc([N+](=O)[O-])c1)N1CCN(C/C=C/c2ccccc2)CC1	u	-16	11%	1%	4%	-29%	x	13%	x	1%	3%
S=C(N/N=C/c1cccc2ccccc12)Nc1cccc(Cl)c1	0.45µM*	-15	-5%	2%	-4%	-11%	10%	7.9µM*	x	-2%	-4%
CCCOC(=O)c1c(NC(=O)/C=C/c2cnn(C)c2C)sc(C(=O)OCC)c1C	13%	-3	-9%	-1%	-2%	u	-6%	-3%	5%	-3%	1%
CCOc1ccccc1CN1CCNC(=O)C1CC(=O)N(C)CCc1cnn(C)c1 (stereo not given)	2%	-4	1%	x	0%	2%	-1%	-6%	x	-2%	9%
C/C(=N\NC(=O)C1(C)CC1(Br)Br)c1cccc(NC(=O)C(C)(C)C)c1 (stereo not given)	u	-2	0%	-22%	-2%	u	-10%	5%	9%	4%	-6%
CCCc1[nH]n(-c2ccc([N+](=O)[O-])cc2)c(=O)c1C=NCCc1ccc(OC)c(OC)c1	-2%	7	0%	-2%	-2%	-14%	4%	3%	u	-3%	-3%
O=C(NCc1ccco1)c1nc2c(nnn2Cc2cccc(Cl)c2)c(=O)[nH]1	8%	2	-2%	-2%	1%	-1%	1%	-13%	u	-1%	-6%
CCC(=O)Nc1nnc(SCc2ccc(F)cc2)s1	1%	-7	-1%	-1%	-6%	u	9%	2%	11%	1%	3%
CN(C)CCNC(=O)c1cccc(S(=O)(=O)Nc2ccccc2F)c1	-7%	16	2%	7%	-2%	7%	-10%	4%	-11%	2%	-1%
O=C(OCC(=O)N(CCc1ccccc1)Cc1ccccc1)c1ccccc1O	x	-14	3%	x	-7%	-13%	x	x	x	u	14%
O=C(Cc1n[nH]c(=O)c2ccccc12)NCc1ccccc1	31%	33	2%	-3%	-5%	3%	-3%	-4%	3%	1%	-6%
CCOC(=O)c1c(C)[nH]c(C)c1C(=O)CSc1nnc(-c2ccc(OC(F)F)cc2)o1	u	-11	1%	7%	0%	u	14%	u	9%	1%	5%
O=C1CC(c2ccc3c(c2)OCO3)C2=C(CCCC2=O)N1 (stereo not given)	6%	20	-1%	-2%	0%	-2%	-2%	-1%	2%	0%	-1%
COc1cc(C(=O)Nc2cccc3ncccc23)cc(OC)c1OC	35µM*	x	-3%	-3%	8%	u	6%	-14%	-8%	-5%	-2%
